KCNH2 3.1 block – blocks the human KCNH2 3.1 channel isoform. U2OS KCNH2 3.1, thallium flux FluxOr; active compounds read low. activity change, % (tested at about 1.8 µM). hit rate 0.95% among 340,000;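 active means maximum activity change below -70%; inconclusive means maximum activity change from -70% to -50%; inactive means maximum activity change above -50%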;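 further: thallium influx rate constant from kinetic fluorescence after stimulation buffer; on the % scale 0 is the no-effect control and ±100 the full control effect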
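Thallium flux via FluxOr fluorescence (Red40 quencher, 45 min loading) in U2OS cells virally expressing the KCNH2 3.1 isoform (1.77 x 10^8 /mL virus, overnight at 37 C). Rate constants from 2-min kinetic reads post-stimulation, normalised to positive and negative controls.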
KCNH2 WT inh – blocks the wildtype human KCNH2 potassium channel | Q12809 | U2OS, BacMam KCNH2, thallium flux FluxOr; active compounds read low | activity change, % at 1.84 µM | hit rate 0.37% among 340,000;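 active means maximum activity change below -70%; inconclusive means maximum activity change between -70% and -50%; inactive means maximum activity change above -50%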; further: on the % scale 0 is the no-effect control and ±100 the full control effect
Target sequence (Q12809 whole entry, looked up): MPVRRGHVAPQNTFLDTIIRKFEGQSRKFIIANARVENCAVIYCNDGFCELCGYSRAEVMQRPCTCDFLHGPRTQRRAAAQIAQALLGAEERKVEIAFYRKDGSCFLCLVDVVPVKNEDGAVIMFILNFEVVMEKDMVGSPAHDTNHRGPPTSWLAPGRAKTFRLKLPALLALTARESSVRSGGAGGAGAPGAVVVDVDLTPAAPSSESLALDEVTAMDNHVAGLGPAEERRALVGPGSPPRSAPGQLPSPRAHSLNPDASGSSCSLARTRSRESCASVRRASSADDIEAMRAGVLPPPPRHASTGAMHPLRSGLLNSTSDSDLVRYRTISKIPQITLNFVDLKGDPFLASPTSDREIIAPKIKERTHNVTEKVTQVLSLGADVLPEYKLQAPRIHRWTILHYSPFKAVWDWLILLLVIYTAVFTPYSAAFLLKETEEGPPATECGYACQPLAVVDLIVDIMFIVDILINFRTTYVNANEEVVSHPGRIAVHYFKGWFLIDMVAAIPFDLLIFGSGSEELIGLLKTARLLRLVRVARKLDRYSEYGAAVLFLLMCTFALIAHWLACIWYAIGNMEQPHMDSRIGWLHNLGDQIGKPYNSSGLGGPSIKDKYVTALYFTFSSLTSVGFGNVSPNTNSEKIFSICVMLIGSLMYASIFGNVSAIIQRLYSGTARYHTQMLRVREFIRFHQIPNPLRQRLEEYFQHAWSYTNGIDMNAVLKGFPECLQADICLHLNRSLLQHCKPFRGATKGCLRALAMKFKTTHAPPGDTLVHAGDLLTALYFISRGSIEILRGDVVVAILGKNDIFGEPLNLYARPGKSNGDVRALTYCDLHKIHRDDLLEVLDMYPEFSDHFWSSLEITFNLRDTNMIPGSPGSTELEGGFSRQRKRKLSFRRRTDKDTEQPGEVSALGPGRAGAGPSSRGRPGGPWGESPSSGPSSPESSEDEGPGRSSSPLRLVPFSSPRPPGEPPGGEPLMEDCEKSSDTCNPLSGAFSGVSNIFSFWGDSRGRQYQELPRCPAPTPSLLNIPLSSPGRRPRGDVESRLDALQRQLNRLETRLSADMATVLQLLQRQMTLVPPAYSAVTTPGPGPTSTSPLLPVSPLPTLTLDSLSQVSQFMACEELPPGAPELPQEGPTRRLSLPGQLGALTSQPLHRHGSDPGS
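U2OS cells were transduced with wild-type KCNH2 virus (2.03 x 10^8 / mL) for 4 h at room temperature, then cultured overnight at 37 C. Thallium flux was read with FluxOr dye. Rate constants were normalized to DMSO controls.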
MLL CXXC-DNA inh – blocks binding of human MLL CXXC domain to DNA; MLL-CXXC / FITC-HOXA9 DNA fluorescence polarization; AID 2662; Potency, µM (top dose mostly 115 µM), without a hit: at the top dose activity change, negative = inhibition, most hits filed as inhibitors; Q03164; hit rate 0.037% among 290,000; active means well fitted inhibition curve with a large enough effect in the polarisation, with a control signal flat, not every such curve was filed as active; inconclusive means small, poorly fitted or top-dose-only effect, or effect the other way, or a change in a side signal; inactive means no such curve, though single readings can be large or run the other way; the % refers to the polarisation; further: potency means the concentration at half of the fitted maximal effect
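Steps: dispense CXXC domain solution (7 uM) → pin compounds or unlabeled HOX-A9 DNA control → 5 min ambient → add FLSN-HOX-A9 solution (50 nM) → spin → 30 min ambient → fluorescence polarization. Tris pH 7.5/NaCl/DTT/BSA buffer.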
A-T KAP1 phos – candidate therapy for ataxia-telangiectasia; […] A-T fibroblasts, KAP-1 phosphorylation AlphaLISA; neocarzinostatin DNA damage 30 min before lysis; Potency, µM (titrated, usually from 57.5 µM), for the others: top-dose activation, most hits filed as activators; hit rate 0.19% among 320,000; AID 485349; further: potency means the concentration at half of the fitted maximal effect; % of control where 0% means no effect; nearly all actives have a fitted effect of over 45% in size
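hTERT-immortalized A-T patient fibroblasts ([…]), 500 cells/well in OPTI-MEM, 1% FBS, got compounds for 60 min, then NCS for 30 min at 37C. Lysates were then assayed for phospho-KAP-1 by AlphaLISA (anti-pKAP1 donor, anti-KAP1 acceptor beads), 6 hr at 25C.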
a7 integrin act – activators of alpha7 integrin expression for muscular dystrophy; alpha7betagal myoblasts, beta-gal FDG fluorescence, 48 h; Potency, µM (doses to about 38.3 µM), without a hit: top-dose activation, usual class: activators; hit rate 0.064% among 350,000;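 further: potency means the concentration at half of the fitted maximal effect; 100% = response of the positive control SU9516; nearly all actives have a fitted effect of over 60% in size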
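alpha7betagal+/- myoblasts (passage 13, 250/well) treated 48 h at 37C with compounds at 1:260 dilution of DMSO stock. Lysed, then beta-galactosidase activity read as FDG fluorescence (ex 480/em 540) after 30 min, with pre-read for autofluorescence.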
TRPV1 ag – agonists of human vanilloid receptor 1 (TRPV1); hit rate 0.19% among 320,000; AID 540275; TRPV1-expressing cells, Fluo-8 calcium influx, agonist mode; activation, % at 8.33 µM; in the data active means activation above about 80%; inconclusive means between about 30% and that limit; further: 0% is about no effect
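Cells expressing TRPV1 were dye-loaded with Fluo-8 and read kinetically: 10 s baseline, 3 min after compound (agonist portion), then 2 min after EC20 capsaicin (allosteric enhancer portion). Calcium-bound dye fluorescence at 480/520 nm.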
MBNL1-CUG inh – blocks human MBNL1 binding to CUG repeat RNA | Q9NR56 | TR-FRET MBNL1-His/biotin-(CUG)12 binding, 665/545 ratio | Potency, µM (doses to about 57.5 µM), without a hit: at the top dose activity change, negative = inhibition, usual class: inhibitors | hit rate 0.036% among 280,000 | AID 2675; active means well fitted inhibition curve with a large enough effect in the signal ratio, with a control signal flat, not every such curve was filed as active; inconclusive means small, poorly fitted or top-dose-only effect, or effect the other way, or a change in a side signal; inactive means no such curve, though single readings can be large or run the other way; the % refers to the signal ratio; further: potency means the concentration at half of the fitted maximal effect; on the % scale 0 is the no-effect control and ±100 the full control effect
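MBNL1-His + Biotin-(CUG)12, cpd titration 92 nM–58 uM; Tb anti-His Ab 0.055 ng/ul, SA-XL665 5 nM (final); 60 min RT; ratiometric 665/545 nm, Ex 340 nm; normalized to buffer and full-complex controls.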
GALK inh – galactokinase (human) inhibition; hit rate 0.007% among 270,000; Purified GALK, Kinase-Glo residual ATP luminescence; P51570; Potency, µM (doses to about 57.5 µM), inactives show at the top dose activity change, negative = inhibition, usual class: inhibitors; further: potency means the concentration at half of the fitted maximal effect; on the % scale 0 is the no-effect control and ±100 the full control effect
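Kinase-Glo Plus luminescence measured ATP left after a 1 h room-temperature reaction. The reaction used 5 nM GALK, 100 uM galactose and 35 uM ATP at pH 8.0 (20 mM HEPES, 5 mM MgCl2, 60 mM NaCl, 1 mM DTT, 0.01% BSA).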
S-ASM inh – inhibitors of human secretory acid sphingomyelinase | P17405 | placental ASM, HMU-PC fluorogenic substrate, 60 min | Potency, µM (doses to about 57.5 µM), without a hit: at the highest dose activity change, negative = inhibition, usual class: inhibitors | hit rate 0.006% among 340,000 | AID 504937; further: potency means the concentration at half of the fitted maximal effect
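Human placenta-derived ASM preincubated with compound 10 min at room temperature, then reacted with 9 uM (final) fluorogenic HMU-PC substrate for 60 min at 37 C. Stop solution raises pH to 10; fluorescence read at Ex 386/Em 447 nm.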
FBPA coupling cs – inhibits coupling enzyme system, counter-screen for aldolase hits | hit rate 0.67% among 290,000 | coupling enzyme system counterscreen, AmpLite Red fluorescence | AID 2472 | activity change, negative = inhibition, % at 58.2 µM, hits read low; in the data active means activity change below about -30%; further: on the % scale 0 is the no-effect control and ±100 the full control effect
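Counterscreen lacking aldolase: glyceraldehyde-3-phosphate coupling-enzyme reagent preincubated 10 min at RT with compound (at 57.5 uM final), then substrate/coupling system with AmpLite Red added; fluorescence read at 525/598 nm after 20 min RT.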
The depositor's hits bear a star; u = inconclusive; x = no result given; & = joins results of further samples; [ ] = dose if it differs, or a comment. Unless noted, the call rests on the fitted dose curve; in most records, active means well fitted curve in the direction sought with a large enough effect; inconclusive means small, poorly fitted or top-dose-only effect, or another doubt; inactive means no such curve, though single readings can be large; an effect the other way counts as inactive or inconclusive. Rows are unselected; overall some 2% were active at least once.

entry	smiles	KCNH2 3.1 block	KCNH2 WT inh	MLL CXXC-DNA inh	A-T KAP1 phos	a7 integrin act	TRPV1 ag	MBNL1-CUG inh	GALK inh	S-ASM inh	FBPA coupling cs
1	Cn1c(=O)c2c(ncn2CC(=O)Nc2ccccc2Sc2ccccc2)n(C)c1=O	-17	0	-11%	7%	-20%	-1	-4%	5%	2%	0
2	O=C(c1ccco1)N1CCN(C(=S)Nc2ccc(Br)cc2Cl)CC1	-2	9	-1%	14%	6%	-3	-4%	-3%	1%	x
3	COc1ccc(NC(=O)c2cccs2)cn1	6	-1	-6%	1%	u	14	4%	0%	3%	0
4	Cc1c(/C=N\NC(=O)c2cccc(F)c2)cnn1C	13	2	-2%	-13%	7%	2	5%	1%	0%	-1
5	O=C(Nc1nc2c(s1)CN(Cc1ccccc1)CC2)c1c(F)cccc1F	-4	1	20%	8%	12%	1	147%[activator]	8%	144%[activator]	-7
6	Cc1ccc(-n2nc(C)c3c(C)c(CCC(=O)O)c(C)nc32)cc1C	6	-6	5%	-5%	-5%	-1	-1%	-5%	-1%	7
7	Cc1cccc(C(=O)NCC(=O)N(C)CC(=O)Nc2ccc(N3CCOCC3)cc2)c1	x	12	5%	-2%	-7%	1	-1%	-4%	0%	x
8	CC1(C)Cc2c(cnn2-c2ccc(F)cc2)C(NC(=O)CN2CCCCC2=O)C1 (configuration not stated)	5	-2	-23%	19%	-14%	-3	5%	-13%	6%	x
9	C/C(CC(=O)Nc1ccccc1[N+](=O)[O-])=N\NC(=O)COc1ccccc1C	14	-12	2%	2%	9%	-1	19%	0%	0%	0
10	CC(C)Cc1nc2oc3c(=O)[nH]cnc3c2c2c1CCC2	0	-33	-11%	5%	18%	-2	-4%	5%	-2%	0
11	COc1cccc(OC)c1C(=O)Nn1c(C2CCC2)nc2ccccc2c1=O	-4	-3	4%	1%	14%[7.66 µM]	3	-10%	0%	1%	5
12	Cc1ccccc1NC(=O)c1ccc(CN2CCc3ccccc3C2)cc1	-2	1	-1%	4%	-34%	6	-9%	-2%	1%	-1
13	CSCc1c(C(=O)N2CCCc3ccccc32)oc2ccccc12	u	-10	x	5%	16%	u	x	x	-3%	x
14	CC(Oc1ccc(F)cc1)C(=O)Oc1ccc(N(C)S(=O)(=O)c2ccccc2)cc1 (configuration not stated)	-12	8	x	-8%	2%	4	x	x	1%	x
15	COc1ccc(S(=O)(=O)N(C)CC(=O)Nc2ccc(C)cc2)cc1OC	-15	-1	7%	-3%	22%	19	-4%	3%	2%	7
16	CCN1CCN(Cc2ccc(NC(=O)c3ccc(C)c(NC(=O)c4ccc5n[nH]nc5c4)c3)cc2C(F)(F)F)CC1	16	10	-4%	-36%	41%	-2	-6%	-1%	-3%	8
17	O=C(OCC(=O)N1CCC(c2ccccc2)=N1)c1ccc(Cl)s1	-8	17	x	-1%	21%	x	x	x	-24%	x
18	Cc1ccc(Cl)c(OCC(O)CN(CCO)CCO)c1 (configuration not stated)	6	-8	1%	-1%	5%	1	1%	6%	1%	3
19	O=C(CCNC(=O)c1ccccc1Cl)Nc1nc(-c2ccc(F)cc2)cs1	-18	14	3%	-6%	-23%	-1	2%	-1%	0%	1
20	COc1ccc(-c2nnc(NC(=O)c3ccccc3C)o2)cc1	4	-3	11%	-27%	-3%	0	-7%	1%	2%	-5
21	COc1cc(C2CC(=O)Oc3c2c(=O)n(C)c2ccccc32)ccc1O (configuration not stated)	7	-9	-23%	-5%	-14%	1	-10%	1%	-1%	7
22	CCOC(=O)C(C(=O)NCc1ccc(F)cc1)c1ncc(C(F)(F)F)cc1Cl (configuration not stated)	-8	-1	-10%	11%	13%	1	1%	-2%	8%	3
23	Cn1c(=O)[nH]c(=O)c2c1nc(CN1CCN(c3cccc(Cl)c3)CC1)n2CCCc1ccccc1	-3	2	3%	0%	15%	-1	2%	1%	-13%	0
24	Nc1[nH]ncc1S(=O)(=O)c1ccccc1	5	-5	11%	-17%	9%	-2	3%	0%	2%	-3
25	Cc1ccc(-c2cc(C(=O)NCc3cnn(C)c3C)c3cc(Br)ccc3n2)cc1	-2	3	10%	-3%	0%	u	58%[activator]	-1%	-1%	10
26	COc1ccc(-c2nc(CN3CCN(C(=O)c4ccco4)CC3)c(C)o2)c(OC)c1C	6	-6	u	-3%	u	4	-3%	6%	-2%	4
27	Cc1ccc(C)c(OCCCCCn2ccnc2)c1	-11	14	-2%	11%	-34%	0	-4%	1%	0%	6
28	CC(/C=N/NC(=O)Cn1cnc2c1c(=O)n(C)c(=O)n2C)=C\c1ccccc1	-3	0	9%	-2%	-11%	1	15%	0%	-2%	5
29	COC(=O)c1cccc(NC(=O)CSCc2ccccc2)c1	0	-6	-2%	11%	50%	u	0%	-1%	-3%	-1
30	CN(CCn1ccnc1)C(=O)CC1C(=O)NCCN1Cc1ccccc1C(F)(F)F (configuration not stated)	0	2	10%	1%	13%	4	17%	9%	1%	1

(cont.)
entry	smiles	KCNH2 3.1 block	KCNH2 WT inh	MLL CXXC-DNA inh	A-T KAP1 phos	a7 integrin act	TRPV1 ag	MBNL1-CUG inh	GALK inh	S-ASM inh	FBPA coupling cs
31	Cn1c(=O)n(C)c2cc(CNc3ccc(N4CCOCC4)c(C(=O)O)c3)ccc21	2	-1	2%	2%	-9%	-3	-2%	-2%	19%	-6
32	Cc1ccc(C(=O)N2CCC3(CC2)Oc2ccc(F)cc2C(=O)C32CC(c3cccnc3)=NO2)s1 (configuration not stated)	-1	1	0%	40µM*	-16%	u	-2%	6%	-2%	7
33	O=C(CNC(c1ccccc1)c1ccccc1)NCc1ccccc1Cl	2	-1	11%	-3%	-11%	u	-4%	-1%	-2%	2
34	CC(NC(=O)COC(=O)Cn1cnc2ccccc2c1=O)C1CC2CCC1C2 (configuration not stated)	2	4	-5%	-5%	13%	28	x	0%	1%	4
35	O=C(CCNc1ccc(Br)cc1)c1cccc([N+](=O)[O-])c1	-2	20	3%	-4%	-38%	3	14%	-1%	-7%	-1
36	CCn1cc(C(=O)NCCc2ccc(OC)cc2)c(=O)c2ccc(C)nc21	21	7	0%	4%	25%	2	-5%	0%	-21%	-6
37	Cc1ccc(NC(=O)c2cccc(N3C(=O)CCC3=O)c2)nc1	-5	-4	-1%	x	3%	-3	1%	-1%	5%	1
38	Cc1ccccc1OC(C)C(=O)Nc1ccc2c(c1)OCO2 (configuration not stated)	-14	7	-12%	7%	34%	u	0%	-6%	4%	x
39	COc1ccc(OCCSc2ncc(CO)n2C)cc1	13	-5	2%	-17%	-13%	0	-1%	0%	3%	-1
40	COc1ccc(C(=O)CCC(=O)NCCc2c[nH]c3ccccc23)cc1	6	-1	-2%	0%	-3%	9	0%	1%	-4%	2
41	CCCCn1c(N)c(N(CC)C(=O)c2ccccc2C)c(=O)[nH]c1=O	15	-6	2%	0%	0%	3	-6%	-1%	-2%	1
42	CC(=O)Nc1ccc(S(=O)(=O)N(C)CC(=O)OCC(=O)NCc2ccco2)cc1	-3	-7	x	2%	-2%	-3	x	x	2%	x
43	CCC(=O)N1CCC2(CC1)Oc1ccc(F)cc1C(=O)C21CC(c2ccc(Cl)cc2)=NO1 (configuration not stated)	0	4	8%	-16%	23%	17	-16%	-2%	-2%	0
44	COc1cccc(-c2cc(=O)c3cc(NC(=O)c4ccccc4)ccc3[nH]2)c1	1	-2	6%	2%	9%	1	24%	x	45%[activator]	1&3
45	Cc1cccc(Nc2ncnc3ccc(Br)cc23)c1	-7	7	0%	1%	3%	u	8%	0%	-4%	-5
46	COCC(=O)N1CCCC(CNS(=O)(=O)c2ccc(OC)cc2)C1 (configuration not stated)	-8	0	7%	-4%	-18%	1	-9%	-1%	4%	1
47	Cc1ccc(S(=O)(=O)CCC(=O)OCC(=O)NCC(=O)Nc2c(C)cc(C)cc2C)cc1	-8	13	x	0%	-10%	0	x	x	x	x
48	N/C(Cc1ccc(Cl)cc1Cl)=N\OC(=O)c1ccccc1	-3	3	15%	28%	-11%	3	2%	-1%	3%	0
49	CC(=O)c1ccc(N2CCN(C(=S)Nc3ccc(Cl)c(Cl)c3)CC2)cc1	14	-38	14%	3%	-9%	u	9%	-2%	-5%	0
50	CCCCCCNc1nc(Cl)nc(NC(C)(C)CO)n1	-13	3	-2%	1%	-17%	x	x	-3%	-3%	2
